High-throughput results: PubChem BioAssay, several laboratories
APP 5'UTR act – activates APP 5'UTR luciferase reporter; AID 1276; SH-SY5Y APP 5'UTR luciferase reporter, luminescence; zero percent = DMSO vehicle wells; activation, % at 2 µM; 1% of 190,000 active;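 active = activation above a set limit, based on mean plus 3 SD of controls, cut at about 140% in these data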; note: values of inactives mirror those of a sister screen read the other way
STAT1 activator – STAT1 signaling activation. NIH 3T3 STAT1-luciferase reporter, IFN-gamma, luminescence; 100% = IFN-gamma alone, no compound. activation (% of control), % at 5.5 µM. 2.6% of 200,000 active;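 active = activation above the screen-wide mean activation plus 3 SD, cut at about 130% in these data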;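 note: raw ratio to IFN-gamma control signal so 100% means no change and 0% no light; values of inactives mirror those of a sister screen read the other way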
Hsp70 act – switches on Hsp70 transcription. HeLa Hsp70 promoter luciferase reporter, luminescence; scaled: vehicle 0, proteasome-inhibitor control 100%. activation, % at 10 µM. 0.04% of 200,000 active;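 active = activation above the mean across all tested compounds plus 3 SD, cutoff set per campaign, cut at about 5.5% in these data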;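 note: 100% = MG132 at 30 µM as the positive control and 0% = DMSO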
DTT redox prof – compounds producing H2O2 with reducing agent – biochemical, NIH compound library profiling, artefact control for MLSCN library redox annotation, primary screen; DTT-dependent redox cycling H2O2, phenol red/HRP absorbance; 100% = 100 µM peroxide control, 0% = buffer; AID 878; activation, % at 10 µM; 0.03% of 200,000 active;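 active = activation of at least 50% relative to the plate's high and low controls in the primary single-dose screen; inactive = activation below 50%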;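 note: compound incubated with DTT at 0.8 mM final as the reducing agent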
STAT3 inh – inhibitors of IL-6 induced STAT3 signaling | U3A cells, IL-6 STAT3-luciferase reporter, luminescence; host cell line lacks STAT1 | inhibition, % at 5.5 µM | 0.89% of 190,000 active | AID 862;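 active = inhibition above the mean inhibition across all screened compounds plus 3 SD, cut at about 44% in these data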;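 note: 0% = DMSO only wells and 100% = 100 µM nifuroxazide control wells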
NF-kB expr up – raises NF-kB expression in human neuronal cells. NF-kB reporter expression; hits give high values. fold change at 12.5 µM. 1.6% of 190,000 active. AID 1239; in the data active = fold change above about 3.3
Efa HMGR inh – blocks class II HMG-CoA reductase of Enterococcus faecalis; purified E. faecalis HMGR, NADPH absorbance 340 nm kinetic; inhibition, % at 10 µM; 0.41% of 190,000 active; AID 1066;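 active = inhibition above a set limit, the median over all tested compounds plus 3 SD, cut at about 9.5% in these data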;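 note: enzyme runs in reverse so mevalonate oxidation gives rising NADPH absorbance; 0% = complete reaction with DMSO and 100% = background rate lacking mevalonate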
STAT1 blocker – STAT1 signaling inhibition | NIH 3T3 STAT1-luciferase reporter, IFN-gamma, luminescence | inhibition, % at 5.5 µM | 0.35% of 200,000 active;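 active = inhibition above a set limit, the mean inhibition across all tested compounds plus 3 SD, cut at about 34% in these data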;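 note: 0% = IFN-gamma with DMSO and 100% = IFN-gamma with 300 µM nifuroxazide; values of inactives mirror those of a sister screen read the other way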
TLR4-MyD88 BLA – blocks binding of human TLR4 to MyD88 | 0.18% of 200,000 active | AID 861 | inhibition, % at 8.4 µM | HeLa CL3-4 TLR4/MyD88 BLA complementation, FRET ratio; in the data active = inhibition above about 25%;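 note: 0% = vehicle and 100% = reference inhibitor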
Target sequence (O00206 whole entry, looked up): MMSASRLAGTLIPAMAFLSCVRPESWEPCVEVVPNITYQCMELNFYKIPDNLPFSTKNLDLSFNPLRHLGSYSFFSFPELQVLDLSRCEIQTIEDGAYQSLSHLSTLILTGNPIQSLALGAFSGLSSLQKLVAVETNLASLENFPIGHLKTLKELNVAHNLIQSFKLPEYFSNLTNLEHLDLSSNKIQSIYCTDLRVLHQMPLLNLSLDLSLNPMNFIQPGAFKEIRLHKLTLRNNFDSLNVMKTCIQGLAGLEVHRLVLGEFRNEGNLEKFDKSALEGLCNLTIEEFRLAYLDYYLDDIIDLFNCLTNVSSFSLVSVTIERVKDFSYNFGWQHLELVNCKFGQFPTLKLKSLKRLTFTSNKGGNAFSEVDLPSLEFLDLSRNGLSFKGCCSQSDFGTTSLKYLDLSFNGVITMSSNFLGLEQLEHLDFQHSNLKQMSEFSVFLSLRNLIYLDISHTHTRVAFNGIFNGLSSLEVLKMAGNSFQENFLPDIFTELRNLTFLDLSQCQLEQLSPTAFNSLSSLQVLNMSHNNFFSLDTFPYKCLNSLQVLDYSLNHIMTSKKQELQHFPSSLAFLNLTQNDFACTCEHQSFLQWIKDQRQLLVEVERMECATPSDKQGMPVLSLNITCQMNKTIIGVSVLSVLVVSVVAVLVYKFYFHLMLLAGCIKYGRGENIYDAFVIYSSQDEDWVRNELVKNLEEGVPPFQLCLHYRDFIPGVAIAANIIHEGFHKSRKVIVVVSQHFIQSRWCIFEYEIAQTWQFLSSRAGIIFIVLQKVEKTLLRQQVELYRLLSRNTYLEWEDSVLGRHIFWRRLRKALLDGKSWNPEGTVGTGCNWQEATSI
Target sequence (Q99836 whole entry, looked up): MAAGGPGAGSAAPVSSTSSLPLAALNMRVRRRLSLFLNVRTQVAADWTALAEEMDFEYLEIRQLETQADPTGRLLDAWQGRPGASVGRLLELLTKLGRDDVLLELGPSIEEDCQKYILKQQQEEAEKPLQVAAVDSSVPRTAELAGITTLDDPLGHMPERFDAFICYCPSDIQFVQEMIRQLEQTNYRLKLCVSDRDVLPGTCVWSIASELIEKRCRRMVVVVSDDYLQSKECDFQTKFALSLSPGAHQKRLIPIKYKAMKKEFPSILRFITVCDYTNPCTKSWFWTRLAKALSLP
STAT3 act – activators of IL-6 induced STAT3 signaling; activation (% of control), % at 5.6 µM; 0.91% of 190,000 active; U3A cells, IL-6 STAT3-luciferase reporter, luminescence; 100% = signal with IL-6 EC80 alone; AID 871;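 active = activation above the screen-wide mean of compound activation plus 3 SD, cut at about 130% in these data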;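 note: 0% = background luminescence of wells with medium and substrate only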
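Material: STAT3-luciferase reporter U3A cells. Controls: IL-6-treated wells, 100% activation. Read-out: % activation versus median of IL-6-stimulated wells. Probe or stimulus: IL-6 stimulus at 33 ng/mL final. Timing: compound 1 h, then IL-6 6 h at 37 °C. Signal: reporter luminescence signal.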
Active calls of the source: *; x = not tested or not shown.

mol,APP 5'UTR act,STAT1 activator,Hsp70 act,DTT redox prof,STAT3 inh,NF-kB expr up,Efa HMGR inh,STAT1 blocker,TLR4-MyD88 BLA,STAT3 act
O=C(OC(C(=O)NCc1ccc2c(c1)OCO2)c1ccncc1)c1ccc(Cl)nc1 (configuration not stated),-17.4,104.4,-0.2,-0.5,3.6,1.05,-0.4,-4.8,14.8,101.9
C=CCSc1nnc(NC(=O)CSc2nnc(C)s2)s1,6.4,93.2,-0.2,2.7,2.5,0.91,-5.3,7.4,8.2,101.5
COc1ccc(OC)c(NC(=O)CC2SC(=NCc3ccccc3)NC2=O)c1 (configuration not stated),12.2,91.9,0.1,-0.9,0.0,0.98,-2.8,6.9,-0.9,103.2
Nc1nonc1-c1noc(N2CCOCC2)n1,3.9,127.9,-0.2,2.3,4.5,1.16,-2.0,-30.6,4.6,99.8
Cc1nnc(SCC(=O)NCc2ccc3c(c2)OCO3)n1C,1.3,92.2,-0.1,-0.9,16.6,1.16,-4.0,6.5,-8.5,92.4
Cc1c(C(=O)c2ccc(Br)cc2)c(=O)n(C)c(=O)n1C,-9.3,104.8,-0.5,0.0,6.2,1.02,-5.0,-6.7,2.5,95.9
O=C(CNC(=O)c1ccc(Cl)cc1Cl)NCCCn1ccnc1,-13.4,105.9,-0.1,-0.1,-5.0,1.14,-4.5,-6.4,-4.9,104.4
O=C1CC(SCc2nc3ccccc3[nH]2)C(=O)N1c1ccc(F)cc1 (configuration not stated),13.9,118.2,-0.4,1.4,-0.4,0.96,-6.2,-19.7,3.5,100.1
O=C(CCCSc1nnc(SCCCC(=O)c2ccc(F)cc2)s1)c1ccc(F)cc1,-3.2,94.5,-0.2,-2.2,7.1,0.62,-4.8,6.2,-9.1,98.2
COc1cccc(NC(=O)CN2C(=O)COc3ccc(Cl)cc32)c1,x,99.7,-0.1,-1.7,18.2,0.83,-2.2,0.3,-11.0,91.8
CCC(C(=O)NCCC1=CCCCC1)c1ccccc1 (configuration not stated),6.3,100.4,-0.2,-0.3,8.2,1.17,-3.6,-0.4,-13.0,93.4
CCCCc1ccc(NC(=S)NCC2CCCO2)cc1 (configuration not stated),3.0,106.1,-0.1,-0.2,10.6,1.06,-7.8,-6.3,-19.8,98.7
COc1ccc(Cn2c(CCC(=O)Nc3ccc(C)cc3)nc3cccnc32)cc1,3.6,96.0,-0.1,0.2,14.3,0.41,-4.4,4.4,4.7,92.3
O=C(Cn1nnc(-c2ccccc2)n1)N/N=C/c1ccc(-c2ccc(Cl)cc2)o1,-8.4,97.4,-0.2,0.6,9.6,0.9,-3.7,2.9,8.2,93.8
Cn1c(=O)n(Cc2ccccc2F)c(=O)c2c1nc1n2CCN1Cc1ccco1,7.7,92.7,1.4,-0.1,8.8,1.03,-4.8,6.0,-19.1,99.7
CCNC(=S)N/N=C(\C)c1ccc2c(c1)OCCO2,12.3,94.2,-0.1,-0.3,8.6,1.03,-2.3,8.3,-1.5,91.3
Cc1ccc(C(=O)N/C(=C\c2ccco2)C(=O)NCCc2c[nH]c3ccccc23)cc1,5.5,91.5,0.0,-0.4,-16.4,0.89,0.2,9.5,-18.1,116.2
Cc1nc(NCCO)c2nnn(Cc3ccccc3F)c2n1,-0.5,103.9,-0.5,1.6,5.5,0.91,-1.2,-4.2,-3.0,99.8
CC(C)c1ccc(-c2nnn(CCC(=O)O)n2)cc1,-82.3,56.8,-0.5,-1.1,78.0*,0.39,-0.7,47.7*,-6.7,38.9
O=C(Cc1c(C(=O)O)[nH]c2ccccc12)NCCN1CCN(c2cccc(Cl)c2)CC1,-7.2,90.6,-0.3,-3.1,9.2,1.22,-0.4,11.2,-10.1,97.7
CN(C)CCCNC1CS(=O)(=O)CC1O (configuration not stated),9.4,94.5,-0.3,-1.5,5.5,1.08,-5.2,5.9,-6.5,96.8
O=C(O)CCC(=O)N1CCc2cc(S(=O)(=O)NC3CCCC3)ccc21,-0.1,99.6,-0.3,2.1,1.8,0.93,4.8,0.5,2.0,100.7
COc1ccc(Cl)cc1NC(=O)C(=O)NCc1ccncc1,14.9,106.2,-0.3,-0.4,16.8,1.23,1.9,-7.8,3.9,87.5
COc1cc(CNCCO)cc(Cl)c1OCc1ccccc1Cl,-7.5,98.4,-0.1,0.1,1.9,1.01,-6.7,-0.3,-2.6,104.7
CCC1(CC)Cc2ccccc2-c2nc(-c3ccccc3)oc(=O)c21,2.0,104.5,-0.2,0.3,4.8,0.99,-3.6,-4.8,-2.5,101.0

(list continues)
mol,APP 5'UTR act,STAT1 activator,Hsp70 act,DTT redox prof,STAT3 inh,NF-kB expr up,Efa HMGR inh,STAT1 blocker,TLR4-MyD88 BLA,STAT3 act
C[C@H]1O[C@@H](O[C@H]2[C@@H](O)C[C@H](O[C@H]3[C@@H](O)C[C@H](O[C@H]4CC[C@@]5(C)[C@H](CC[C@@H]6[C@@H]5C[C@@H](O)[C@]5(C)[C@@H](C7=CC(=O)OC7)CC[C@]65O)C4)O[C@@H]3C)O[C@@H]2C)C[C@H](O)[C@@H]1O,-94.2,126.0,-0.6,0.2,86.9*,0.75,-6.8,-28.6,2.9,25.2
COc1cccc(C2=NOC(C(=O)NCc3cccs3)C2)c1 (configuration not stated),-9.3,112.4,-0.1,1.6,-4.9,1.26,0.3,-13.5,-4.8,107.8
CCCCNc1c(N)n(CCC)c(=O)[nH]c1=O,10.1,97.3,0.2,0.9,-0.5,1.14,3.7,1.5,5.1,107.4
O=C(O)CCN1CCc2ccccc21,4.8,103.2,0.1,-1.1,9.5,1.07,-0.1,-3.5,-13.3,93.9
CCCNC(=O)COc1ncnc2sccc12,3.0,90.5,-0.2,-2.1,-3.5,1.08,-4.6,9.8,1.3,106.2
CCOc1ccccc1C(=O)NC(C(=O)Nc1cccc(S(N)(=O)=O)c1)C(C)C (configuration not stated),5.7,91.8,-0.3,-0.3,-1.0,1.04,0.1,7.0,-3.4,109.0
CCc1ccc2oc(=O)cc(CN3CCCCC3C)c2c1 (configuration not stated),8.0,98.2,-0.5,-1.2,-9.0,1.04,1.4,2.0,-5.1,111.1
COc1cc(-c2cc(N)n(S(=O)(=O)c3ccccc3)n2)cc(OC)c1OC,-3.5,93.5,-0.4,-2.0,6.6,0.8,-0.9,7.2,11.3,98.6
O=C(NNC(=S)Nc1ccccc1)c1cc(-c2cccnc2)nc2ccccc12,32.2,112.4,-0.5,-0.5,15.1,0.99,-2.3,-14.5,3.3,88.7
O=C(NCc1ccc(Cl)cc1)c1ccc(Cn2cc(C(F)(F)F)ccc2=O)cc1,-5.4,99.9,-0.2,6.0,17.5,0.9,2.5,0.2,-4.2,93.6
Cc1occc1C(=O)NNC(=S)NCc1ccccc1,13.6,96.4,-0.1,-0.6,19.3,1.43,-7.5,3.9,-9.2,89.6
CCOc1ccc(N2C(=O)CC(Sc3nc4ccc(OCC)cc4s3)C2=O)cc1 (configuration not stated),28.8,102.3,-0.3,2.4,1.8,x,x,-2.6,-7.5,107.3
Cc1nc2ccccn2c1C(=O)NNC(=S)Nc1ccc(Cl)cc1,15.3,104.7,0.5,-0.6,8.8,1.17,-3.0,-4.8,7.4,91.6
COc1ccc(/C=C/C(=O)c2sc(-c3ccc(Cl)cc3)nc2C)cc1,-9.7,104.8,0.0,-0.3,3.2,1.3,1.2,-5.3,-5.0,97.9
CCN(C(=O)CCC(=O)N(CC)c1ccccc1)c1ccccc1,15.9,94.7,-0.2,0.0,9.4,1.3,0.6,6.0,2.6,95.7
O=C(Nc1ccccc1C(=O)N1CCOCC1)c1ccc(F)cc1,-1.8,99.4,-0.5,0.3,-7.9,0.94,-0.9,0.7,-2.2,103.9
CCOC(=O)CN1C(=O)C(C)(C)Oc2ccc(C(=O)Nc3ccccc3)cc21,13.3,99.2,-0.4,3.3,11.5,1.14,-11.5,0.8,4.3,98.5
COC(=O)CSc1nc(C)cc(Oc2ccccc2)n1,x,97.2,-0.2,-1.8,5.8,1.24,-1.6,3.1,-2.6,102.7
COc1cccc(CNC(=O)C2CCCN(c3nn4c(=O)cc(C)nc4s3)C2)c1OC (configuration not stated),-0.4,94.6,-0.2,0.1,3.4,1.02,0.3,5.9,13.2,94.8
Cc1ccc(C(=O)COC(=O)CNC(=O)CN2C(=O)c3ccccc3C2=O)cc1,x,102.6,-0.5,-0.4,1.8,1.07,5.0,-2.9,6.2,98.7
CC12CCC(C(=O)NCc3cccnc3)(OC1=O)C2(C)C (configuration not stated),7.2,86.4,0.1,-0.4,2.8,1.02,-0.5,7.0,-12.1,99.5
CC(C(=O)OCc1nnc(-c2ccccc2)o1)N1C(=O)C2CCCCC2C1=O (configuration not stated),2.8,110.7,-0.2,-0.4,4.1,1.45,-5.5,-13.4,7.2,98.5
Cc1cc(C)c(S(=O)(=O)c2ccccc2C)c(SCC(C)C)n1,-7.2,103.1,0.0,1.4,-0.4,1.03,0.7,-3.5,5.8,102.5
COc1c(C)cc(C(=O)C2CCCN(Cc3c(C)n(C)n(-c4ccccc4)c3=O)C2)cc1C (configuration not stated),21.8,96.2,-0.2,-1.0,9.0,x,-3.9,4.5,7.2,97.4
CCOC(=O)c1ccccc1NC(=O)CCNC(=O)Cn1cnc2ccccc2c1=O,-11.9,100.4,-0.3,-1.1,4.4,1.09,-4.7,-0.4,5.2,99.2

3 compounds picked at random from the list so far:
mol,APP 5'UTR act,STAT1 activator,Hsp70 act,DTT redox prof,STAT3 inh,NF-kB expr up,Efa HMGR inh,STAT1 blocker,TLR4-MyD88 BLA,STAT3 act
COc1c(C)cc(C(=O)C2CCCN(Cc3c(C)n(C)n(-c4ccccc4)c3=O)C2)cc1C (configuration not stated),21.8,96.2,-0.2,-1.0,9.0,x,-3.9,4.5,7.2,97.4
Cc1cc(C)c(S(=O)(=O)c2ccccc2C)c(SCC(C)C)n1,-7.2,103.1,0.0,1.4,-0.4,1.03,0.7,-3.5,5.8,102.5
CC12CCC(C(=O)NCc3cccnc3)(OC1=O)C2(C)C (configuration not stated),7.2,86.4,0.1,-0.4,2.8,1.02,-0.5,7.0,-12.1,99.5

The listing continues:
mol,APP 5'UTR act,STAT1 activator,Hsp70 act,DTT redox prof,STAT3 inh,NF-kB expr up,Efa HMGR inh,STAT1 blocker,TLR4-MyD88 BLA,STAT3 act
N#Cc1ccc(NC(=O)COC(=O)CCNS(=O)(=O)c2ccccc2)cc1,-6.6,103.6,-0.2,0.2,0.5,1,-2.9,-4.1,0.7,99.5
Cc1ccc(S(=O)(=O)n2nnc3ccccc32)c(C)c1C,18.6,102.7,-0.3,-0.9,-5.1,1.02,-1.8,-6.0,4.8,108.4
COc1ccc(CN(Cc2ccc(C(=O)O)cc2)C(=S)Nc2ccccc2F)cc1OC,-8.6,107.9,-0.4,-0.6,1.9,1.49,0.4,-9.0,-1.8,100.2
COc1ccc(CCN2C(=O)NC(NS(=O)(=O)c3ccc(N)cc3)(C(F)(F)F)C2=O)cc1OC (configuration not stated),3.0,100.5,-0.2,-0.2,-0.9,1.19,-7.8,-0.5,9.4,99.9
CC(=O)c1ccc(OCC(O)CN2C(C)(C)CC(O)CC2(C)C)cc1 (configuration not stated),9.7,88.3,-0.2,-1.2,10.2,1.13,-7.5,12.9,2.7,95.6
